Screens (PubChem BioAssay)
NCI-60 one-dose screen, 48 h, at 10 µM unless noted. Numbers give growth in % (100 = growth as untreated, 0 = no growth, -100 = all killed).
HCC-2998: HCC-2998 colon cancer. hit rate 4.7% among 79,000. AID 1794799
A498: A498 renal cancer cells. hit rate 5.4% among 76,000
SNB-75: SNB-75 CNS cancer | hit rate 5% among 79,000 | AID 1794750
COLO 205: COLO 205 colon cancer; AID 1794742; hit rate 7.3% among 79,000
HCT-15: HCT-15 colon cancer | hit rate 5.2% among 82,000
SW-620: SW-620 colon cancer; hit rate 5.2% among 82,000
HT29: HT29 colon cancer; hit rate 7.4% among 81,000; AID 1794748
KM12: KM12 colon cancer cells | hit rate 5% among 82,000 | AID 1794800
HCT-116: HCT-116 colon cancer. hit rate 7.3% among 82,000. AID 1794798
* marks the source's active call; other numbers are inactive results; nt = no result given; & = joins results of further samples. Rule for the calls: active = growth percent below 10; inactive = the rest.

Keys: A = HCC-2998; B = A498; C = SNB-75; D = COLO 205; E = HCT-15; F = SW-620; G = HT29; H = KM12; I = HCT-116
1: CS(=O)(=O)c1ccc(-c2[nH]c3ccccc3c2/C=N/N=C(N)N)cc1
  A: 104; B: 101; C: 93; D: 100; E: 100; F: 103; G: 97; H: 99; I: 103
2: CCCn1ccc(-n2nnc(-c3ccccc3)c2N)n1
  A: 104; B: 83; C: 100; D: 116; E: 97; F: 103; G: 94; H: 100; I: 99
3: COc1cc(C(=O)Nc2cc3c(cc2Oc2cc(C)cc(C)c2)C(=O)N(C)[C@@H](CC(=O)N(C)O)C(=O)N3)c(Br)c(OC)c1OC
  A: -46*; B: -57*; C: -48*; D: -18*; E: -16*; F: -2.6*; G: -15*; H: -29*; I: -36*
4: COc1cc(OC)c(NC(=O)C2=C(C)NC(C)=C(C(=O)Nc3cc(Cl)c(OC)cc3OC)C2c2cccc([N+](=O)[O-])c2)cc1Cl
  A: 104; B: 127; C: 109; D: 114; E: 91; F: 106; G: 101; H: 96; I: 86
5: Cc1ccc(S(=O)(=O)OCCCCCCCCCCOS(=O)(=O)c2ccc(C)cc2)cc1
  A: 97; B: 100; C: 74; D: 96; E: 86; F: 112; G: 97; H: 98; I: 84
6: NC1=C(C/C(N)=N\O)C(c2ccccc2)c2c(ccc3ccccc23)O1 (configuration not stated)
  A: 103; B: 108; C: 75; D: 115; E: 101; F: 97; G: 117; H: 93; I: 89
7: COc1ccc2nc3ccccc3[n+]([O-])c2c1
  A: nt; B: 69; C: 94; D: 99; E: 91; F: 90; G: 109; H: 108; I: 96
8: Cc1nn(-c2ccccc2)c(Cl)c1/C=C1\N=C(c2ccccc2)N(c2ccccc2)NC1=O
  A: 92; B: 67; C: nt; D: 118; E: 60; F: 99; G: 86; H: 94; I: 75
9: COc1cccc(-c2nn(-c3ccccc3)cc2-c2ccnc(NCCN3CCOCC3)c2)c1
  A: 78; B: 69; C: 92; D: 98; E: 66; F: 101; G: 74; H: 71; I: 64
10: O=C1C=C(Nc2ccc([N+](=O)[O-])cc2)c2ccccc2C1=O
  A: 72; B: 41; C: 43; D: 105; E: 31; F: 40; G: 99; H: 32; I: 18
11: C[C@]12O[C@H](C[C@]1(O)CO)n1c3ccccc3c3c4c(c5c6ccccc6n2c5c31)CNC4=O
  A: -50*; B: -96*; C: -99*; D: -85*; E: -12*; F: 3.8*; G: -23*; H: -18*; I: 0.7*
12: S=c1[nH]nc(-c2cc3ccc2CCc2ccc(cc2)CC3)n1Cc1ccccc1
  A: 111; B: 107; C: nt; D: 112; E: 106; F: 103; G: 104; H: 100; I: 107
13: [2H]C([2H])([2H])Oc1ccc(F)cc1/C=C/C(=O)/C=C(/C=C/c1cc(F)ccc1OC([2H])([2H])[2H])OB(F)F
  A: 114; B: 111; C: 94; D: 58; E: 64; F: 45; G: 80; H: 101; I: 43
14: COC(OC)C1(C)NC(=O)N(C)C1=O (configuration not stated)
  A: 96; B: 93; C: 103; D: 110; E: 103; F: 110; G: 94; H: 101; I: 93
15: CC(=O)Nc1c(I)cc(I)c(C(=O)O)c1I
  A: 96; B: 99; C: 98; D: 117; E: 98; F: 108; G: 102; H: 116; I: 104
16: COc1cc2oc(-c3ccc(NC(=O)c4ccc(Br)cc4)cc3)cc(=O)c2c(OC)c1OC
  A: 109; B: 112; C: 98; D: 104; E: 108; F: 111; G: 92; H: 91; I: 112
17: CCOC(=O)C1C(=O)C=C(c2ccc(Cl)cc2)CC1c1sc(N(C)Cc2ccccc2)nc1Cl (configuration not stated)
  A: 81; B: 102; C: nt; D: 108; E: 86; F: 79; G: 78; H: 87; I: 73
18: CCC(C(=O)O)=C1CCCCC1
  A: 112; B: 96; C: 88; D: 122; E: 100; F: 115; G: 93; H: 99; I: 95
19: COCCOCCOCc1n(Cc2ccc3ccccc3n2)c2ccccc2[n+]1Cc1ccc2ccccc2c1
  A: 13; B: -16*; C: -5.7*; D: -73*; E: 78; F: 12; G: -4.5*; H: -41*; I: 7.8*
20: CC(=O)c1nn(-c2ccccc2)c2nc3nccc(-c4cc5c(ccc6ccccc65)oc4=O)c3c(=O)n12
  A: 97; B: 116; C: 91; D: nt; E: 111; F: 101; G: 100; H: 99; I: 100
21: CCCCCCCOc1cccc(/C=C2\N=C3SCCCN3C2=O)c1
  A: 110; B: 95; C: 91; D: 93; E: 87; F: 99; G: 89; H: 86; I: 89
22: O=C1c2cc(Br)ccc2Oc2cc([N+](=O)[O-])ccc2N1c1ccc(I)cc1F
  A: 102; B: 99; C: 90; D: 123; E: 98; F: 94; G: 100; H: 100; I: 87
23: COc1cc(-c2nc3cc(C)c(C)cc3n3c(C)cc(=O)n23)cc(OC)c1OC
  A: 103; B: 98; C: 78; D: 109; E: nt; F: 96; G: 92; H: 105; I: 106
24: O=S(CC(O)c1ccccc1)c1ccccc1 (configuration not stated)
  A: 109; B: 98; C: 94; D: 115; E: 105; F: 103; G: 107; H: 111; I: 107
25: C=CC[n+]1cccc(S(=O)(=O)[O-])c1
  A: 100; B: 90; C: 96; D: 112; E: 110; F: 108; G: 103; H: 109; I: 109

Seven compounds from above, showing only HCT-15, HCT-116 and HT29:
nr | structure | HCT-15 | HCT-116 | HT29
17 | CCOC(=O)C1C(=O)C=C(c2ccc(Cl)cc2)CC1c1sc(N(C)Cc2ccccc2)nc1Cl (configuration not stated) | 86 | 73 | 78
18 | CCC(C(=O)O)=C1CCCCC1 | 100 | 95 | 93
19 | COCCOCCOCc1n(Cc2ccc3ccccc3n2)c2ccccc2[n+]1Cc1ccc2ccccc2c1 | 78 | 7.8* | -4.5*
20 | CC(=O)c1nn(-c2ccccc2)c2nc3nccc(-c4cc5c(ccc6ccccc65)oc4=O)c3c(=O)n12 | 111 | 100 | 100
21 | CCCCCCCOc1cccc(/C=C2\N=C3SCCCN3C2=O)c1 | 87 | 89 | 89
22 | O=C1c2cc(Br)ccc2Oc2cc([N+](=O)[O-])ccc2N1c1ccc(I)cc1F | 98 | 87 | 100
23 | COc1cc(-c2nc3cc(C)c(C)cc3n3c(C)cc(=O)n23)cc(OC)c1OC | nt | 106 | 92

Another view of some results above.
#	Structure	HCC-2998	A498	SNB-75	COLO 205	HCT-15	SW-620	HT29	KM12	HCT-116
11	C[C@]12O[C@H](C[C@]1(O)CO)n1c3ccccc3c3c4c(c5c6ccccc6n2c5c31)CNC4=O	-50*	-96*	-99*	-85*	-12*	3.8*	-23*	-18*	0.7*
8	Cc1nn(-c2ccccc2)c(Cl)c1/C=C1\N=C(c2ccccc2)N(c2ccccc2)NC1=O	92	67	nt	118	60	99	86	94	75

The listing picks up; the 2 compounds before the break are reprinted first.
Keys: A = HCC-2998; B = A498; C = SNB-75; D = COLO 205; E = HCT-15; F = SW-620; G = HT29; H = KM12; I = HCT-116
24: O=S(CC(O)c1ccccc1)c1ccccc1 (configuration not stated)
  A: 109; B: 98; C: 94; D: 115; E: 105; F: 103; G: 107; H: 111; I: 107
25: C=CC[n+]1cccc(S(=O)(=O)[O-])c1
  A: 100; B: 90; C: 96; D: 112; E: 110; F: 108; G: 103; H: 109; I: 109
26: O=C(/C=C/c1ccco1)Nc1ncc(Cc2ccc(F)cc2)s1
  A: 7.5*; B: 19; C: 20; D: 4.8*; E: 15; F: 25; G: 7.2*; H: 16; I: 20
27: CCCCCCCCCCCCCCCCCCOc1ccc(CC(=O)OCC[N+]2(C)CCCCC2)cc1
  A: 97; B: 100; C: 102; D: 103; E: 98; F: 96; G: 91; H: 101; I: 58
28: COc1cccc(-c2nc(-c3ccc(N)cc3)co2)c1
  A: 122; B: 100; C: 116; D: 141; E: 90; F: 113; G: 87; H: 99; I: 91
29: CCCc1ccc(N)cc1
  A: 97; B: 81; C: 88; D: 94; E: 98; F: 104; G: 111; H: 105; I: 80
30: O=C(O)c1nc(-c2ccccc2)oc1N1CCOCC1
  A: 105; B: 114; C: nt; D: 102; E: 101; F: 96; G: 108; H: 89; I: 95
31: COc1ccc(OC)c(/C=C/c2nc(=S)n(-c3ccc(Cl)cc3)[nH]2)c1
  A: 46; B: nt; C: 43; D: 104; E: 41; F: 50; G: 65; H: 41; I: 30
32: O=C1[C@H]2Cc3c([nH]c4ccccc34)[C@@H](c3ccc(Br)cc3)N2C(=O)CN1C1CCN(Cc2ccccc2)CC1
  A: nt; B: 61; C: 51; D: 13; E: 16; F: 34; G: -31*; H: 37; I: 9.0*
33: Fc1ccc2c(c1)c(-c1nc(-c3c[nH]c4ncccc34)cs1)cn2CCCN1CCOCC1
  A: 74; B: 51; C: 41; D: 18; E: 24; F: 25; G: 13; H: 23; I: 40
34: Oc1ccc(CSc2nnc(-c3ccc(Br)cc3)n2-c2ccccc2)c2cccnc12
  A: 45; B: 64; C: nt; D: 100; E: 16; F: 27; G: 90; H: 26; I: 22
35: CCSCC1CC(O)(c2ccccc2)C(c2ccccc2)C(c2ccc(Cl)cc2)O1 (configuration not stated)
  A: 18; B: -13*; C: 59; D: -100*; E: 7.8*; F: 2.0*; G: 14; H: -31*; I: 1.7*
36: COc1ccc2c(c1)-c1c(OC)c(OC)cc3c1C(C2)OCC3 (configuration not stated)
  A: 115; B: 76; C: 86; D: 122; E: 90; F: 97; G: 99; H: 99; I: 82
37: CCOC(=O)CSc1nnc(N)s1
  A: 95; B: 95; C: 93; D: 104; E: 110; F: 102; G: 103; H: 105; I: 93
38: CCc1c(C)nc2[nH]ncn2c1=O
  A: 106; B: 82; C: 78; D: 117; E: 101; F: 102; G: 108; H: 103; I: 102
39: COC(=O)Nc1ccc(-c2nc(-c3cccc(OC)c3)c(-c3ccnc(Br)c3)[nH]2)cc1
  A: 71; B: 48; C: 38; D: 80; E: 18; F: 74; G: 51; H: 48; I: 54
40: CC1Cc2cc(F)ccc2-n2cccc21 (configuration not stated)
  A: 106; B: 91; C: 96; D: 95; E: 95; F: 96; G: 106; H: 110; I: 114
41: CCCC(=O)Oc1cc(C)c2sc(=O)[nH]c2n1
  A: 108&93; B: 83&99; C: 61&86; D: 118&102; E: 104&92; F: 93&96; G: 109&101; H: 100&98; I: 107&98
42: COc1c(O)cc2oc3cc(O)c(CC=C(C)C)c(O)c3c(=O)c2c1CC=C(C)C
  A: 42; B: 97; C: 83; D: 95; E: 24; F: 61; G: 28; H: 38; I: 24
43: Nc1nc(N)c(N=Nc2ccc(S(=O)(=O)Nc3nccs3)cc2)cc1N=Nc1ccccc1
  A: 102; B: 64; C: 78; D: 97; E: 91; F: 107; G: 104; H: 95; I: 103
44: O=c1[nH]c2ccccc2cc1CSc1ccccc1Nc1nccc(-c2ccc3ccccc3c2)n1
  A: 108; B: 80; C: 63; D: 116; E: 76; F: 88; G: 96; H: 82; I: 75
45: CCOC(=O)c1c(C)oc2ncnc(N3CCN(CC(=O)Nc4ccc(OC)cc4)CC3)c12
  A: 119; B: nt; C: 82; D: 107; E: 100; F: 90; G: 108; H: 99; I: 101
46: Cc1ccc2oc(=O)cc(-c3cc(-c4cc5cc(Br)ccc5oc4=O)nc(N)c3C#N)c2c1
  A: 96; B: 81; C: 91; D: 52; E: 81; F: 51; G: 30; H: 54; I: 40
47: CCCCCCCCN(CCCCCCCC)C(=O)CCl
  A: 103; B: 100; C: 95; D: 108; E: 96; F: 104; G: 114; H: 112; I: 91
48: O=C(CCC1CCCCC1)OCCBr
  A: 106; B: 99; C: 93; D: 109; E: 104; F: 111; G: 122; H: 108; I: 98
49: C[C@H]1[C@H](C)CC[C@]2(C(=O)N3CCOCC3)CC[C@]3(C)C(=CC[C@@H]4[C@@]5(C)C/C(=C/c6cccnc6)C(=O)C(C)(C)[C@@H]5CC[C@]43C)[C@H]12
  A: 66; B: 86; C: 66; D: 54; E: 44; F: 68; G: 56; H: 65; I: 32
50: COc1ccc(/C(C)=C(\c2ccc(Cl)cc2)c2ccc(OCCN3CCCC3)cc2)cc1F
  A: 19; B: 68; C: 48; D: -41*; E: 1.2*; F: 13; G: -11*; H: 7.8*; I: 14
51: O=S(=O)(NCCCNc1nccc(-c2c(-c3ccccc3)nc3sccn23)n1)c1ccc(F)cc1
  A: 86; B: nt; C: 44; D: 18; E: 19; F: 54; G: 29; H: 39; I: 26
52: CC1SC(c2ccccc2[N+](=O)[O-])N(NC(=O)CCC(=O)c2nc3ncccc3[nH]2)C1=O (configuration not stated)
  A: 113; B: 81; C: 84; D: 110; E: 106; F: 96; G: 111; H: 92; I: 96
